Bioassay records deposited in PubChem BioAssay by several laboratories.
TRPN1 ag: agonists of zebrafish TRPN1 channel; HEK293 zebrafish TRPN1-YFP, Fluo-8 calcium fluorescence; 100% = response to 87 µM carbachol; activation, % at 3 µM; 0.18% of 220,000 active;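 active = activation above its plate's cutoff, the mean activation of test wells on that plate plus 3 SD, cut at about 19% in these data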;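 also: 0% = DMSO alone and 100% = 87 µM carbachol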
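Material – zebrafish TRPN1-YFP in HEK293 cells · Doses – 3 µM single point · Schedule – dye 1 h 37 °C plus 30 min RT · Signal – Fluo-8 calcium fluorescence, excitation 470-495 nm, emission 515-575 nm · Read-out – % activation versus carbachol response · Control set – carbachol high, DMSO low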
PGE2 EP2 inh: EP2 receptor (human) inhibition; C6 glioma cells expressing human EP2, cAMP TR-FRET; cells stimulated with saturating PGE2; inhibition, % at 25 µM; 0.52% of 260,000 active; AID 1422;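 active = percent inhibition above 40 after rounding to a whole number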;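 also: rat C6 glioma host cells with rolipram phosphodiesterase inhibitor present; the protocol text gives 20 µM as final concentration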
Target sequence (P43116 whole entry, looked up): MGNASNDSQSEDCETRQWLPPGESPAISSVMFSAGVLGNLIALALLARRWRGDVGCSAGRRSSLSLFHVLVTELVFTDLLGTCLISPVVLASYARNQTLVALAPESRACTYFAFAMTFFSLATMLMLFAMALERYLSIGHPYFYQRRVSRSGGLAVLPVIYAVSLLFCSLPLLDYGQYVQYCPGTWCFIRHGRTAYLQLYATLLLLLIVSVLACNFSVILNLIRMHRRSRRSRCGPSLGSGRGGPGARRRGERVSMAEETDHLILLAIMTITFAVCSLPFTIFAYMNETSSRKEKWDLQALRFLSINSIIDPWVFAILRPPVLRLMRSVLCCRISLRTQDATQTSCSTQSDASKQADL
NPY Y1 blocker: blocks the human neuropeptide Y Y1 receptor. HEK293-CNG Y1 cells, membrane potential fluorescence; NPY at EC95, then isoproterenol. inhibition, % at 3.6 µM. 1% of 200,000 active. AID 1040;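 active = inhibition above the campaign mean inhibition of all tested compounds plus 3 SD, cut at about 20% in these data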;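 also: 0% = DMSO wells given NPY plus isoproterenol and 100% = isoproterenol alone without NPY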
Target sequence (P25929 whole entry, looked up): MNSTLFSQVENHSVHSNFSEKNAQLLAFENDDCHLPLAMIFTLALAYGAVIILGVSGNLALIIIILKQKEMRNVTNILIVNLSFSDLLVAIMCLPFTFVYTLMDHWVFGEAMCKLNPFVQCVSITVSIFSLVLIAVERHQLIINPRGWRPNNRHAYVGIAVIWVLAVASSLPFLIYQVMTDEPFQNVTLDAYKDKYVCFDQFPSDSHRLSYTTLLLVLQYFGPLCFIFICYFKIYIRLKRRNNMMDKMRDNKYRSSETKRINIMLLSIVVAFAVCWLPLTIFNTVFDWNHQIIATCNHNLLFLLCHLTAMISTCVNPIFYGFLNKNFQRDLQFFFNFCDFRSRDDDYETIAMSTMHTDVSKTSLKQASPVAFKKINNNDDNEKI
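Material: HEK293 cells co-expressing NPY Y1 receptor and cyclic-nucleotide gated channel. Timing: compound incubation 1 h at room temperature, readout 45 min post-stimulation. Signal: fluorescence, membrane potential probe.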
NPY-Y1 PAM-ag: human NPY-Y1 potentiation or agonism, primary screen; P25929; NPY-Y1 expressing cells, potentiator/agonist activation; activation, % at 3.6 µM; 0.37% of 220,000 active; in the data active = activation above about 33%, passing the limit was not always enough;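 also: cells stimulated with NPY at EC10 then isoproterenol at EC100; 0% = low agonist plus stimulus and 100% = saturating agonist plus stimulus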
CHOP inh: blocks CHOP induction under ER stress. AID 2732. CHO-K1 CHOP-promoter luciferase, tunicamycin-induced, 15-18 h. inhibition, % at 10 µM. 3.8% of 220,000 active;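 active = compounds that reduced the stress-induced luciferase reporter signal by more than about 70% of percent inhibition, limit read from the data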;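 also: 0% = tunicamycin plus vehicle and 100% = wells without tunicamycin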
14-3-3 Bad PPI: disrupts binding of bovine 14-3-3 zeta to phospho-Bad peptide. P63103. TR-FRET 14-3-3zeta/Dy647-pBad peptide displacement, 1 h. inhibition, % at 21.7 µM. 0.71% of 220,000 active;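 active = inhibition above about 70%, limit read from the data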;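 also: 0% = full 14-3-3 plus peptide FRET controls and 100% = background without 14-3-3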
Target sequence (P63103 whole entry, looked up): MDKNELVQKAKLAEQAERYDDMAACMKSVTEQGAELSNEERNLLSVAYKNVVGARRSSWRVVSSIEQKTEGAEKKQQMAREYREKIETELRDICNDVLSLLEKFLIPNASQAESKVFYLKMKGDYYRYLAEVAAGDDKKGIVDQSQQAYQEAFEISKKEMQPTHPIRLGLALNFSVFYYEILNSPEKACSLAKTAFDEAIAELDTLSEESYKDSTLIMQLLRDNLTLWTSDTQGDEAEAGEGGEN
PPC-1+TRAIL kill: compounds killing PPC-1 cancer cells with TRAIL present (potentiator screen, no TRAIL-free arm) | cell killing (% activity), % at 4 µM | PPC-1 cells + TRAIL, ATPLite viability luminescence | 0.41% of 220,000 active | AID 1443;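 active = cell killing above 50% in the first pass at 4 µM, then a duplicate retest at 5 µM averaging 50% or more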;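 also: plate controls were cells with TRAIL plus DMSO for no effect and medium-only wells lacking cells for full effect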
TRPML3 ag: human mucolipin-3 channel agonism. Q8TDD5. HEK293 TRPML3-YFP, Fluo-8 calcium fluorescence; 100% = the carbachol control signal. activation, % at 3 µM. 0.29% of 220,000 active. AID 1448;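 active = activation above its plate's cutoff, the mean activation of the plate's test wells plus 3 SD, cut at about 12% in these data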;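 also: 0% = DMSO only wells and 100% = carbachol wells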
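Material: TRPML3-YFP stable HEK293 cells | Dosing: One concentration, 3 µM nominal, 0.3% DMSO | Timing: 125 s total fluorescence read per well | Technique: Fluo-8 calcium dye fluorescence, ex 470-495, em 515-575 nm | Measure: Percent activation from peak-to-basal fluorescence ratio, scaled between DMSO and carbachol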
EP2 modulator: modulators of human EP2 prostaglandin E2 receptor; EP2-expressing cells, cAMP HTRF FRET, PGE2 co-stimulation; induction, % at 25 µM; 0.83% of 260,000 active; AID 940;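 active = compounds whose cAMP rise, as percent of the full-agonist control response, exceeds 60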;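 also: rat C6 glioma line stably carrying human EP2 under a CMV promoter; the protocol text gives 20 µM as final concentration; 100% = response of wells given 1 µM PGE2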
An asterisk follows results filed as active; nt = not tested or not shown; [ ] = remark or other dose. A portion of the library, so the mix of outcomes need not match the whole.

SMILES	TRPN1 ag	PGE2 EP2 inh	NPY Y1 blocker	NPY-Y1 PAM-ag	CHOP inh	14-3-3 Bad PPI	PPC-1+TRAIL kill	TRPML3 ag	EP2 modulator
CS(=O)(=O)NC1c2cccc3cccc(c23)C1N1CCOCC1 (configuration not stated)	-0.1	-0.3	6.1	-6.0	18.9	-0.1	2.1	-0.3	-16.6
O=[N+]([O-])c1ccc2nc(SCc3cn4cccnc4n3)[nH]c2c1	1.0	3.0	nt	23.8	-7.2	-3.7	-8.4	0.4	15.1
CCCn1c(NC(=O)c2ccc(Br)cc2)nc2ccccc21	-0.6	16.5	0.4	-19.6	83.5*	10.0[fluorescence artefact?]	-17.6	0.3	18.6
O=C(NCCCN1CCOCC1)C(=O)N/N=C/c1ccc2c(c1)OCO2	-1.9	14.4	-0.9	-1.3	14.5	5.8	21.5	-0.5	19.6
COC(=O)C1=C(C)N(C)C(=S)NC1c1ccc(Cl)cc1 (configuration not stated)	-2.2	10.0	4.2	13.7	0.0	-0.2	20.8	-0.3	41.8
O=C(O)CCNS(=O)(=O)c1ccc2c(c1)CCCC2	0.2	11.2	1.7	6.5	11.8	0.8	17.3	1.3	-0.4
COc1ccc(-c2nnn(CC(=O)NCc3ccccc3)n2)cc1OC	0.9	11.5	3.4	-4.3	0.9	-7.5	-8.1	1.1	-3.1
CSc1sc(C(=O)OC(C)C)c2c1C(=O)CC(C)(C)C2	-1.1	12.1	nt	-8.3	-16.9	-3.6	0.4	0.2	20.3
Cn1cnnc1SCC(=O)Nc1ccc(OC(F)F)cc1	1.2	18.0	-2.3	-15.0	1.7	-6.2	16.7	0.8	10.4
CCn1c(C(=O)N2CCc3ccccc3C2)cc2oc3ccccc3c21	-1.1	6.9	9.3	-19.9	50.9	-2.9	5.2[5 µM]	-0.6	-1.6
O=C(Nc1cc2c(oc1=O)CCCC2=O)c1ccccc1	-0.2	4.5	-11.8	-14.8	76.1*	-3.8	11.9	0.2	8.7
O=C(O)CCCNC(=O)c1ccc(NC(=O)Cc2ccc(Cl)cc2)cc1	1.1	15.0	2.3	6.7	-1.8	-0.6	14.8	0.5	10.8
O=C1CC(c2ccco2)CC(O)=C1C=Nc1ccc(Br)cc1 (configuration not stated)	-0.5	10.6	-1.2	-3.3	87.4*	7.4	-21.8	1.3	-9.4
CC(=O)CSc1nc2ccccc2s1	-0.8	9.2	0.2	17.5	15.3	-2.8[fluorescence artefact?]	-9.3	0.7	-20.6
Cc1ccc(NC(=O)Cc2ccc3c(c2)OCCO3)cc1S(=O)(=O)N1CCCCC1	3.8	4.5	nt	-3.6	26.7	5.6	-10.6	1.2	-15.8

Retrieved by structure from above:
SMILES	TRPN1 ag	PGE2 EP2 inh	NPY Y1 blocker	NPY-Y1 PAM-ag	CHOP inh	14-3-3 Bad PPI	PPC-1+TRAIL kill	TRPML3 ag	EP2 modulator
CCn1c(C(=O)N2CCc3ccccc3C2)cc2oc3ccccc3c21	-1.1	6.9	9.3	-19.9	50.9	-2.9	5.2[5 µM]	-0.6	-1.6
CS(=O)(=O)NC1c2cccc3cccc(c23)C1N1CCOCC1 (configuration not stated)	-0.1	-0.3	6.1	-6.0	18.9	-0.1	2.1	-0.3	-16.6

Next structures.
SMILES	TRPN1 ag	PGE2 EP2 inh	NPY Y1 blocker	NPY-Y1 PAM-ag	CHOP inh	14-3-3 Bad PPI	PPC-1+TRAIL kill	TRPML3 ag	EP2 modulator
CC(C)Cc1nc(Cl)c(C#N)c2c1CCCC2	0.8	0.5	-3.6	2.7	16.0	3.9	-2.9	1.1	56.9
O=C(NCc1ccco1)C1CC(c2cccc([N+](=O)[O-])c2)=NO1 (configuration not stated)	-0.2	2.0	1.6	25.5	31.1	6.2[fluorescence artefact?]	16.4	0.0	8.3
O=C(Nc1ccccc1)NC1CCS(=O)(=O)C1 (configuration not stated)	-0.8	15.1	-2.2	-0.1	12.5	-8.3	-11.7	0.6	16.5
CNC(=O)c1nc(C)n(-c2ccc(Cl)cc2Cl)n1	1.2	2.8	4.0	1.8	4.8	-3.2	-5.1	0.6	4.3
CCCCN(C)/C=N/c1c(C#N)cnn1-c1ccc(C)cc1	-1.1	5.7	7.0	-43.7	31.6	4.2[fluorescence artefact?]	16.6	-0.9	28.5
CC1(C)CC2(CCO1)N1CC3(C)CN2CC(C)(C1)C3O (configuration not stated)	-2.4	24.1	1.1	-16.7	-8.7	4.6	-7.5	0.6	27.0
CC(C)c1ccc(NC2=NCC(=O)N2Cc2cccs2)cc1	-1.2	6.7	-0.7	-12.8	-1.2	9.4	4.8	-0.8	23.7
CC(=O)Nc1ccc(NCN2C(=O)[C@@H]3[C@H]4CC[C@H](C4)[C@@H]3C2=O)cc1	0.0	5.2	-0.7	17.9	-24.7	1.6	14.1	0.9	-2.5
COC(=O)c1cc2n(n1)CCCNC2=O	-0.1	7.0	5.2	9.6	3.9	-4.9	5.1	0.8	-38.2
CC(C)S(=O)(=O)c1csc(NC(=O)Nc2cccc([N+](=O)[O-])c2)c1Cl	3.5	54.0*	nt	2.5	-13.3	-6.0	26.2	0.8	-35.9
Cn1nc(C(F)(F)F)c2cc(C(=O)Nc3ccc(F)cc3)sc21	1.9	16.6	nt	1.9	-0.1	-8.8	-7.1	0.2	-28.0
CCOC(=O)Cc1cc(=O)[nH]c(/N=C(\N)Nc2ccc(C)cc2C)n1	0.5	-1.1	3.5	-5.8	17.2	1.5	-1.1	0.6	-4.5
CCOC(=O)c1sc(NC(=O)c2cc(-c3cccc(O)c3)on2)c(C(=O)OCC)c1C	-0.9	8.1	3.4	-7.6	-1.3	9.5[fluorescence artefact?]	8.5	1.4	23.2
COCCNC(=S)NN=C1CCCCCC1	0.1	4.8	6.3	-0.4	-42.5	-5.6	6.8	0.5	-0.1
Cc1cc2c(c(=O)o1)C(C13C=CC(CC1)C3)C(C#N)=C(N)O2 (configuration not stated)	-1.5	12.6	-3.4	-20.4	40.8	-19.1	8.2	1.1	-3.9
CCCc1cc2c(c(NC(C)=O)n1)c(=O)oc1ccccc12	0.2	8.7	-0.6	-20.3	-0.4	11.1	8.1	0.3	5.2
COc1cc2nc(C3CCC3)nc(N3CCN(c4ccccc4OC)CC3)c2cc1OC	-2.2	11.9	15.9	-28.9	6.2	-2.1	5.8	-1.1	37.8
CC(C)(C)C(=O)CSc1nnc(Nc2ccccc2)s1	-0.9	7.7	-1.5	10.3	-3.4	-4.5	21.5	1.2	-14.4
O=C(/C=C/c1ccccc1)Nc1cc(C(=O)O)cc(C(=O)O)c1	-0.9	7.0	4.0	-0.3	-0.9	-1.3	9.1	1.0	29.8
O=C(CSc1cccc[n+]1[O-])c1ccc(Cl)cc1	0.7	3.4	0.8	9.8	13.3	-17.4	25.6	0.6	20.3
O=C1CC(c2cccc(Cl)c2)CC(O)=C1C=Nc1cccc(Cl)c1 (configuration not stated)	-0.5	8.5	1.5	3.2	99.0*	-6.3	9.3	0.7	23.7
Cc1nonc1NC(=O)CSc1nc2ccccc2[nH]1	0.3	1.2	5.0	1.2	-2.0	-1.0	19.3	-0.1	-0.8
CCCOC(=O)c1ccc(Oc2cn[nH]c2-c2ccc(OC)cc2O)cc1	0.4	nt	-6.3	3.0	106.4*	10.6	-27.2	-0.5	2.9
CCCCCSc1nnc2c(n1)OC(C)N(C(C)=O)c1ccccc1-2 (configuration not stated)	0.2	13.0	-0.3	5.8	-16.9	5.6	22.5	-0.3	0.3
CC(NC(=O)Nc1ccccn1)N1C(=O)C2C3C=CC(C3)C2C1=O (configuration not stated)	-1.3	18.8	-3.3	-26.8	16.0	0.6	1.7	0.2	27.5
COc1ccc(/C=N/NC(=O)CC(=O)NC2CCCCC2)cc1	-0.2	6.7	-1.4	-6.1	14.6	-5.5	33.8	0.5	0.7
COc1ccc(NS(=O)(=O)c2ccc(S(=O)(=O)N3CCOCC3)cc2)cc1	5.3	7.1	1.9	10.0	34.5	-10.0	18.7	4.0	-50.0
Cc1cccc(-c2nc(N)nc(N)n2)c1	0.7	8.8	nt	-4.2	-38.5	3.2	-6.0	0.3	-0.1
O=C(c1ccccc1)c1cccn1CC(=O)N1CCc2ccccc2C1	-2.0	5.3	3.9	-1.2	14.9	-1.5	-4.1	-0.6	-15.6
O=C(COC(=O)C1(c2ccccc2F)CCCC1)NC1CCS(=O)(=O)C1 (configuration not stated)	-0.1	10.9	3.6	-12.5	23.4	-5.9	19.8	1.6	7.9
CN(C)C=NC1=NN(c2cccc(C(F)(F)F)c2)CC1	-0.8	11.2	4.4	13.4	-20.6	-8.1[fluorescence artefact?]	12.9	0.2	-7.5
Cc1nnc(SCc2c(Cl)cccc2[N+](=O)[O-])s1	-0.1	4.4	3.2	11.4	23.2	-11.5	-4.1	1.0	19.4
CC(Oc1ccc(Cl)cc1Cl)C(=O)NCCCN1CCOCC1 (configuration not stated)	0.3	10.0	2.8	2.9	-21.7	0.7	16.3	0.7	-3.3
CN(C)CCCN(Cc1cc2cc3c(cc2[nH]c1=O)OCO3)C(=S)Nc1cccc(Cl)c1	3.0	16.0	4.7	-28.7	22.1	-9.4	20.6	0.5	-2.3
CC(=O)c1ccc(N2CCN(C(=S)Nc3ccc(Oc4ccccc4)cc3)CC2)cc1	6.2	3.0	-0.7	11.6	54.7	-8.3	1.1	4.9	-72.2
O=C(C(c1ccccc1)c1ccccc1)N1CCC(c2nc(-c3ccccc3Cl)no2)CC1	1.5	6.4	14.2	-69.6	24.6	4.9[fluorescence artefact?]	nt	0.8	25.6
COc1ccc(C)cc1S(=O)(=O)Nc1cccc(C)c1	0.3	15.0	-0.1	9.7	-9.4	1.7	12.6	-0.3	-20.8
COc1ccccc1CC(=O)O/N=C(\N)Cc1cccc2ccccc12	-0.7	9.7	-1.9	-25.6	24.3	-5.2	-0.3	0.4	8.1
CCOC(=O)NC(Nc1ccc(OC)cc1)(C(F)(F)F)C(F)(F)F	0.7	5.3	2.9	-0.3	22.7	-15.3[fluorescence artefact?]	-13.8	0.6	-4.4
COc1ccc(/C=N/NC(=O)COc2cc(C)cc(C)c2)cc1COC(C)=O	-0.2	14.6	5.2	-38.9	35.2	-16.8	14.9	-0.1	18.8
CCC(=O)N1CCc2cc(S(=O)(=O)N3CCN(C(=O)c4ccco4)CC3)ccc21	2.6	6.6	3.0	3.9	24.5	-10.8	6.2	1.0	-17.1
COC(=O)c1cccc(C23CC4(C2)[C@H](CN(Cc2ccc(-c5ccccc5)cc2)[C@@H]4c2ccccc2)C3c2ccccc2)c1 (some centres not stated)	nt	9.3	nt	nt	11.8	-1.8	4.0	nt	18.1
CC(C)=C(NC(=O)c1ccccc1)C(=O)NCc1ccccc1	-0.1	10.0	-2.0	9.3	-2.9	7.0	8.4	1.1	27.3
